# Polio RdRp inh – poliovirus RdRp elongation inhibitors, primary screen, biochemical, fluorescence polarization, total intensity | Genome polyprotein (Poliovirus type 1 (strain Mahoney)), P03300 | poliovirus polymerase elongation; active compounds read low | % elongation, % (compound at 16.7 µg/mL) | actives 0.66% (n = 150,000) | AID 588519, 2011; in the data active = % elongation below about 90%; also: some results filed as inactive read as strong as hits
# Target sequence (P03300 1749-2209 limits assumed): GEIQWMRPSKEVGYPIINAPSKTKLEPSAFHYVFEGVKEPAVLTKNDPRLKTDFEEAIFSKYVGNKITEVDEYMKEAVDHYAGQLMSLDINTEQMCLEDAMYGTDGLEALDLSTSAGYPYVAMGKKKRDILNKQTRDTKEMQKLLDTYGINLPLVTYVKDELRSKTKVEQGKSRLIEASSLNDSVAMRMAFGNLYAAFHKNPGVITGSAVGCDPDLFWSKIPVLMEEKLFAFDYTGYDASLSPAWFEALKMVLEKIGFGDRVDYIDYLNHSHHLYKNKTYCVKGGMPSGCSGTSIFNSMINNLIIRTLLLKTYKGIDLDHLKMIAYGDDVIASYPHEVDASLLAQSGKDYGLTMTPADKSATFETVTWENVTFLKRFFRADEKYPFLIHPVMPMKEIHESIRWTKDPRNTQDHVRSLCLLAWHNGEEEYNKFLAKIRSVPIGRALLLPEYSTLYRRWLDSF
# Polio RdRp inh FP z-score – recorded beside Polio RdRp inh, whose call it bears; z-score; measured here: FP z-score; hits read low
# * = called active by the depositor; & = joins results of further samples. These rows are one share of the data; rates above refer to the full screens.
SMILES,Polio RdRp inh,Polio RdRp inh FP z-score
COCCn1c(C)cc(C(=O)COC(=O)CN2C(=O)c3ccccc3C2=O)c1C,104,0.4
CCCCCCCCCCCCCC(=O)N[C@H](C)[C@@H](O)c1ccccc1,101&99,0.1&-0.2
COc1ccc(Cl)cc1S(=O)(=O)N1CCN(Cc2ccc3c(c2)OCO3)CC1,99,-0.2
Cc1cc(C)n2c(SC3CCCCC3NS(=O)(=O)c3ccccc3)nnc2n1 (centres undefined),102,0
C=C1CSc2nc(=O)c3c4c(sc3n21)CCC4,99,-0.6
O=C(CCSCc1cccc(F)c1)NCCc1ccccc1,105,-0.7
Cc1ccc(Nc2nc(C(=O)NCc3ccco3)cs2)cc1,102,0.1
CCc1cc(CN)on1,103,0.5
CC1CCN(S(=O)(=O)c2ccc(NC(=O)Cn3c(=O)sc4ccccc43)cc2)CC1,101,0.1
CCCCN(CC)C(=O)Nc1cn(C)c(=O)c2ccccc12,101,0
CCC1CCCCN1C(=O)CSc1ccc(Cl)cc1 (centres undefined),102,0.2
O=C(NCCc1ccc(Cl)cc1)c1cc2c(s1)-c1ccccc1OC2,100,-1.2
Cc1ccc(Cn2c(SCc3ccc(C(=O)N4CCCCC4)cc3)nc3ccncc32)cc1,103,-0.6
COc1ccc(CCNc2nc(-c3ccc(OC)c(OC)c3)cc(C(F)(F)F)n2)cc1OC,105,0.2
CCN(Cc1ccccc1)C(=O)c1ccc(CS(=O)c2ccccc2C)o1 (centres undefined),99,-1.3

# Whole records, quoted from the list.
# CCCCN(CC)C(=O)Nc1cn(C)c(=O)c2ccccc12 across the screens: Polio RdRp inh = 101; Polio RdRp inh FP z-score = 0
# CCc1cc(CN)on1 across the screens: Polio RdRp inh = 103; Polio RdRp inh FP z-score = 0.5

# Next compounds follow.
SMILES,Polio RdRp inh,Polio RdRp inh FP z-score
Cc1ccc(C(=O)NC(C)C(c2cccs2)N2CCN(C)CC2)cc1 (centres undefined),102,0.6
CC(=O)Nc1ccc(SCC(=O)N2N=C(c3ccc(Cl)cc3)CC2c2ccco2)cc1 (centres undefined),107,0.4
O=C(NC1CCN(C(=O)Nc2cccc(F)c2)CC1)c1ccco1,103,0.4
CN1CCN(C(=S)NC(=O)c2ccccc2)CC1,102,0
COc1ccc(OCc2ccc(-c3nc(C#N)c(N4CCC(C)CC4)o3)o2)cc1,107,0.1
COCCN1CN=C(Nc2nc3ccccc3s2)NC1,99,-0.5
O=C(CN1CCN(c2ccccc2Cl)CC1)N1CCNC1=O,105,0.3
CCCCc1sc(N)nc1-c1ccc2c(c1)CCN2S(C)(=O)=O,104,0.8
Cc1ccc(-c2nc(CSc3nncn4c3cc3occc34)c(C)o2)cc1,110,0.5
CCN(Cc1ccccc1)C(=O)Cn1c(C(C)O)nc2ccccc21 (centres undefined),102,0.2
CS(=O)(=O)c1ccc(Cl)c(NC(=O)CN2CCN(Cc3ccc(Cl)s3)CC2)c1,103,-0.1
COc1ccc(C(=O)N2CC3(C)CC2CC(C)(C)C3)cc1OC (centres undefined),102,0.1
Cc1ccc(C(=O)c2sc(Nc3ccccc3)c(S(=O)(=O)c3ccccc3)c2N)c(C)c1,111,1.2
CCCN1Cc2cccc(C(=O)NCc3cccs3)c2C1=O,103,1.1
CCOC(=O)C1CCN(C(=O)c2cc3c(ccc4ccccc43)o2)CC1,103,0.5
Cc1c(C(=O)NCc2cccc(Cl)c2)sc2nc3n(c(=O)c12)CCCC3,111,0.8
COC(=O)c1ccc(OC)c(Cn2c(=O)n(-c3ccc(C)cc3)c(=O)c3c2cnn3C)c1,101,-1.3
CCOC(=O)c1[nH]ncc1Sc1ccc(Cl)cc1,105,0.2
CC(Sc1nnc(-c2ccccc2)n1N)C(=O)O (centres undefined),104,0.9
CCOC(=O)c1ccc(NC(=O)CCOc2cccc(C)c2)cc1,102,0
COc1ccc(Nc2cc(C)nc(-n3nc(C)cc3C)n2)cc1Cl,108,0.1
COc1cc(OC)cc(C2CC(OC(=O)Cn3ncc4ccccc4c3=O)C(=O)N2C)c1 (centres undefined),101,-0.3
CCN(CC)C(=O)c1cc(-c2ccccc2O)on1,101,0.1
COc1ccccc1NC1=NC2(N=C(N)N1)C(=O)N(C(C)=O)c1ccccc12 (centres undefined),104,0.9
CCn1cc(C2=NC(c3ccccc3)CO2)c2ccccc21 (centres undefined),101,-0.3
Cc1ccc(-c2nc(C)c(CCNC(=O)C(=O)Nc3ccc4c(c3)OCCO4)s2)cc1,112,1.1
CCOc1ccc(CNS(=O)(=O)c2ccc3c(c2)CCCN3C(C)=O)cc1,105,-0.6
CN(C(=O)c1nn(C)c2c1CSc1ccccc1-2)c1ccccc1Cl,106,1.5
CC(=O)N1CCN(C(=O)c2cccc(S(=O)(=O)N(C)C(C)C)c2)CC1,101,-0.2
CNC(=O)c1c(NC(=O)c2nc3ccccc3s2)sc(C)c1C,102,0.1
CCc1cccc(C)c1NC(=O)c1cccc2c1C(=O)N(Cc1cccnc1)C2,101,-0.7
COc1ccc(CCNC(=O)c2c(Cl)nc3sccn23)cc1,102,0.2
CCCCNC(=O)c1cn(C)c2ccc(S(=O)(=O)N3CCCCC3)cc2c1=O,101,0
NCCCOCC1CC1,105,0.5
COc1ccccc1C(=O)n1cc(C)cn1,101,0.3
COc1ccc(C(=O)N2CCCC2)cc1S(=O)(=O)N1CCCc2ccccc21,99,-0.5
CC(=O)c1cccc(NC(=O)c2nc(-c3ccc(C)cc3)n3c2CCCCC3)c1,110,0.9
COC(=O)CC1Oc2ccc(Cl)cc2-n2cc(-c3ccc(C)cc3)nc21 (centres undefined),101,-1.1
CCOC(=O)c1[nH]c(C)c(CCC(=O)Nc2cc(Cl)c(OC)cc2OC)c1C,106,-0.3
O=C(O)c1scc2c1OCCO2,103,0.4
CCC/C(O)=C1/C(=O)CC(c2ccccc2)CC1=NCc1ccccc1 (centres undefined),101,-0.2
c1ccc2c3nnc4n(c-3nc2c1)CCS4,103,0.3
COc1ccc(CCNC(=O)c2cnn3ccccc23)c(OC)c1OC,101,-0.1
O=C1Nc2ccc(S(=O)(=O)NCc3ccc4c(c3)OCO4)cc2C1C1CCCC1 (centres undefined),101,0.1
O=C(/C=C/c1cccs1)Nc1ccc(F)cc1F,104,1.2
O=C(O)C1CCCN1c1ncccn1 (centres undefined),102,0.1
CCc1ccc(NC(=O)CSc2nc3nccnc3c(=O)n2CCc2c[nH]c3ccccc23)cc1,111,0.9
NS(=O)(=O)c1ccc(NS(=O)(=O)/C=C/c2ccccc2)cc1,101,0.3
CSCC(=O)Nc1ccc(C)cc1Br,102,0
Cc1nn(-c2ccccc2)c2sc(C(=O)NC3CCS(=O)(=O)C3)cc12 (centres undefined),99,-0.1
Cc1nn(Cc2noc(C(=O)NCc3cccc(F)c3)n2)c(C)c1Br,107,0.6
O=C(Oc1ccc(Br)cc1)c1cccnc1,98,-0.8
COc1ccc(N(Cc2nc3ccccc3s2)S(=O)(=O)c2ccc3c(c2)OCCO3)cc1,101,-0.3
COC(=O)c1cc(S(=O)(=O)Nc2nn(C)c3ccccc23)oc1C,107,1
O=C(/C=C/c1cccs1)OCC(=O)c1cc2ccccc2o1,111,0.7
COC(=O)N/N=C\c1c(C)n(C)c2ccccc12,102,0
CC(C)C(=O)Nc1c(C(=O)c2ccc(Br)cc2)oc2ccccc12,100,0.1
Cc1ccccc1NS(=O)(=O)c1ccc2[nH]cc(C(=O)NC3CCCC3)c(=O)c2c1,100,-0.2
N#Cc1c(-c2cccc(O)c2)c(C#N)c2nc3ccccc3n2c1N,46,-5.1
CC1CCCCC1NC(=O)COc1ncnc2sccc12 (centres undefined),111,1.1

# Five entries picked at random from those above:
SMILES,Polio RdRp inh,Polio RdRp inh FP z-score
COc1ccc(CCNC(=O)c2cnn3ccccc23)c(OC)c1OC,101,-0.1
Cc1ccc(C(=O)c2sc(Nc3ccccc3)c(S(=O)(=O)c3ccccc3)c2N)c(C)c1,111,1.2
CCn1cc(C2=NC(c3ccccc3)CO2)c2ccccc21 (centres undefined),101,-0.3
CC(=O)Nc1ccc(SCC(=O)N2N=C(c3ccc(Cl)cc3)CC2c2ccco2)cc1 (centres undefined),107,0.4
CCN(CC)C(=O)c1cc(-c2ccccc2O)on1,101,0.1

# More records.
SMILES,Polio RdRp inh,Polio RdRp inh FP z-score
O=C(CCn1c(=O)sc2ccccc21)n1c(=O)sc2ccccc21,75*,-2.6*
CC(=O)c1ccc(NC(=O)C2=CC(c3ccc(C)cc3)=NS(=O)(=O)N2C)cc1,8.0*,-7.3*
Cc1cccc(NC(=O)Cc2csc(C)n2)c1,108,3
CCc1cc(=O)[nH]c(SCc2nc(-c3ccccc3)no2)n1,105,-0.5
CC(C)Cn1c(SCC(=O)N(C)C2CCCCC2)nc2ccccc2c1=O,103,0.1
Cc1ccc(-n2ncc3c(NC(C)C)ncnc32)cc1,102,0.5
Cc1[nH]n(-c2nc3ccccc3[nH]2)c(=O)c1C1OC(=O)c2ccccc21 (centres undefined),62*,-6.8*
CCCCN1C(=O)C(O)(CC(=O)c2ccc(CC)cc2)c2cc(Br)ccc21 (centres undefined),103,-0.7
CCCCN1C(=O)c2ccc(C(=O)C(C#N)c3nc4ccccc4[nH]3)cc2C1=O (centres undefined),98,-0.6
O=C(N1CCC2(CC1)OCCO2)C(F)(F)F,103,0.6
CCCn1nc2ccccc2c1P(=O)(N1CCOCC1)N1CCOCC1,105,0.4
O=C(Cc1ccc(Cl)cc1)NC1CC(=O)N(c2ccc3c(c2)OCCO3)C1 (centres undefined),111,1.1
N#CC1(NC(=O)CSc2nnc(-c3cccs3)n2C2CC2)CCCCC1,99,-0.6
COc1cc(C(=O)NCCSc2c(-c3ccccc3)[nH]c3ccccc23)cc(OC)c1OC,103,-0.5
COCCn1c(CCC(=O)O)ccc1-c1ccccc1,102,-0.2
c1cc2c(cc1NC1=NCCCCC1)OCCO2,111,1.3
CN1CCN(c2ccc(N)cc2)CC1,97,-1.1
O=C1C=CC(=O)C(CCCCCCC2=CC(=O)C=CC2=O)=C1,101,0
N/C(COc1ccccc1)=N\O,104,0
COc1cc2c(cc1OC)C(C(=O)Nc1cc(C)c(OC)c(C)c1)CC(=O)N2 (centres undefined),101,0
Cc1cccc(N2CCN(C(=O)c3c(C)oc4ncnc(N5CCOCC5)c34)CC2)c1C,105,-0.3
O=C(c1ccccc1)N(Cc1ccco1)C1CCS(=O)(=O)C1 (centres undefined),106,1
N#CCN(CC#N)S(=O)(=O)c1ccccc1,105,0.8
Nc1nc2ccccc2n1Cc1ccc(Cl)cc1,103,0.3
N#CC(C#N)=Cc1cn(CCCOc2ccccc2Cl)c2ccccc12,100,-0.1
CCOc1ccc(CCNC(=O)c2nn(C)c3c2CSc2ccccc2-3)cc1,111,0.2
CC(C)N1CC(COc2ccc(F)cc2)OC1=O (centres undefined),102,0.4
Cc1ccc(Nc2nc3ccc(C(=O)c4ccccc4)cc3n3c(C)nnc23)c(C)c1,112,1.2
COc1ccc(C(=O)N2CCc3cc(OC)c(OC)cc3C2C)c(OC)c1 (centres undefined),100,-0.4
COc1ccc(NC(=O)c2cccn(Cc3ccc(Cl)cc3)c2=O)c(OC)c1,106,-0.4
COc1ccc(-n2cnc3cc(NC(=O)c4ccco4)ccc32)cc1,101,-0.1
O=C(NC1CCCC1)c1cc2ccccc2oc1=O,102,0.2
Cc1nc2c3c(-c4ccccc4)nc(N4CCCCCC4)nc3nn2c(C)c1CCC(=O)O,97,-0.4
CCC(C)N1CCN(Cc2cc(OC)c(OC)cc2OC)CC1 (centres undefined),102,0.2
CCCCOC(=O)c1ccc(NC(=O)CSCc2n[nH]c(=O)[nH]2)cc1,100,-0.1
Cc1oc(-c2cccc(C(F)(F)F)c2)cc1C(=O)NC(C)C,102,-0.1
CCCN1CCC(NC(=O)C2CCN(C(C)=O)CC2)CC1,100,-1
COc1cc(OC)c(NC(=O)CN2CC(c3ccccc3)CC2=O)cc1Cl (centres undefined),98,-0.3
CC1CCCC(C)N1CC(=O)O (centres undefined),102,0.3
S=C(NCc1ccccc1)NCc1ccccn1,104,0.1
N#C/C(=C\N1CCN(c2ccccc2)CC1)S(=O)(=O)c1ccc(F)cc1,103,0.3
CC(=O)Nc1ccc(NC(=O)C(C)OC(=O)c2ccc(S(=O)(=O)N3CCCCC3)cc2)cc1 (centres undefined),105,0.2
CCCC(C(=O)NC1=NCCS1)c1ccccc1 (centres undefined),100,-0.3
CC(C)CNC(=O)CCc1nc(-c2ccccc2)no1,101,-0.1
CCOC(=O)c1ncn2c1C(=O)OC2(C)C,91,-1.4
CCc1ccc(OCc2nc(-c3ccc(OC)c(OC)c3)no2)c(Br)c1,108,0.9
Cc1cccc(NC(=O)CSc2nnc(-c3ccoc3C)n2CC(C)C)c1C,102,0.1
COc1cccc(Cn2c(=O)n(Cc3ccccc3)c(=O)c3c2c2cc(OC)ccc2n3C)c1,105,-0.6
Cc1cccc(N(C)S(=O)(=O)c2ccc(CN3C(=O)c4cccnc4C3=O)cc2)c1,104,0.9
CCN(C(=O)c1cc(S(=O)(=O)N2CCc3ccccc32)cn1C)c1ccccc1,104,0.9
Cc1ccc(-n2c(CNC(=O)c3cccs3)nnc2SCC(=O)NO)cc1,101,-0.7
N#Cc1ccsc1NC(=O)C1CCC1,109,-0.1
CCc1cccc(CC)c1NC1=NS(=O)(=O)c2ccccc21,105,0.1
O=C(Nc1ccc(CN2CCS(=O)(=O)CC2)cc1)c1ccc(Cl)cc1,103,0.6

# Structural class, the entries above with bromine (6)
SMILES,Polio RdRp inh,Polio RdRp inh FP z-score
CSCC(=O)Nc1ccc(C)cc1Br,102,0
Cc1nn(Cc2noc(C(=O)NCc3cccc(F)c3)n2)c(C)c1Br,107,0.6
O=C(Oc1ccc(Br)cc1)c1cccnc1,98,-0.8
CC(C)C(=O)Nc1c(C(=O)c2ccc(Br)cc2)oc2ccccc12,100,0.1
CCCCN1C(=O)C(O)(CC(=O)c2ccc(CC)cc2)c2cc(Br)ccc21 (centres undefined),103,-0.7
CCc1ccc(OCc2nc(-c3ccc(OC)c(OC)c3)no2)c(Br)c1,108,0.9

# High-throughput results as filed in PubChem BioAssay.
